# Assay outcomes deposited in PubChem BioAssay by National Center for Advancing Translational Sciences (NCATS).
# D1 ag – activates the human D1 dopamine receptor; P21728; HEK293 T-REx D1 cells, calcium flux, agonist mode; activation, % at 2 µM; actives 1% (n = 360,000); AID 504660; further: 0% is about no effect
# Target sequence (P21728 whole entry, looked up): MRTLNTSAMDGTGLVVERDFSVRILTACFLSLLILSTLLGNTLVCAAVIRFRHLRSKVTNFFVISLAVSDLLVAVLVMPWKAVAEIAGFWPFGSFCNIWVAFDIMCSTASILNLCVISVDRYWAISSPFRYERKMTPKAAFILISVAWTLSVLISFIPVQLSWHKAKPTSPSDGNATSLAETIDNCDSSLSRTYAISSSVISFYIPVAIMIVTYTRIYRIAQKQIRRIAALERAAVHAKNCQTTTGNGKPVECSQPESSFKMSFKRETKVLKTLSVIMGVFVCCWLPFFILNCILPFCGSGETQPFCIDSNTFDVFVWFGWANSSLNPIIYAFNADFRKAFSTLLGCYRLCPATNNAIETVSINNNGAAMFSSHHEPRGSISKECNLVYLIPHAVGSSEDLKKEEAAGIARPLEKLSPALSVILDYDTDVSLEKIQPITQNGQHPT
#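 Agonism was scored from calcium flux recorded over 180 s (1 read/s) after pintool compound addition, following a 10-cycle baseline. Cells were inducible force-coupled HEK293 TREx D1, plated overnight at 30 C and loaded with no-wash calcium dye.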
# D2 antag – antagonizes the human D2 dopamine receptor. HEK293 TREx D2 cells, calcium flux, dopamine EC80. inhibition, % at 10 µM. actives 2% (n = 340,000). AID 485344; in the data active means inhibition above about 30%; further: 0% is about no effect
# Target sequence (P14416 whole entry, looked up): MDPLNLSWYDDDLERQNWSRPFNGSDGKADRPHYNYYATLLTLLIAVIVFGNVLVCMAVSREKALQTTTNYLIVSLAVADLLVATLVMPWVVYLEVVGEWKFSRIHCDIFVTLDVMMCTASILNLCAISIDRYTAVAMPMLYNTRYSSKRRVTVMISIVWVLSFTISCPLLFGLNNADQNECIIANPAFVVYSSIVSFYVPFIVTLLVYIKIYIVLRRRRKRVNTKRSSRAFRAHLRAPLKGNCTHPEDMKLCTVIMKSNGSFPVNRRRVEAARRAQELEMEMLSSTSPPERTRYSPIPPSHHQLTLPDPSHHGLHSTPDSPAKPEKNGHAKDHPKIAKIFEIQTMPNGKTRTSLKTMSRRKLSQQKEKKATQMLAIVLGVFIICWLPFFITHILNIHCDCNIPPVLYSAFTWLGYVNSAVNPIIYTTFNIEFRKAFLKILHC
#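 Measurement of antagonist activity uses fluorescent calcium dye in inducible HEK293 T-REx D2 cells: 10 s baseline, compound addition with 180 s read, EC80 dopamine addition with a further 180 s read.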
# TRHR ag – activates the human TRH receptor | activation, % at 2 µM | TRHR cells, calcium flux fluo-8, FDSS agonist mode | actives 0.18% (n = 360,000) | P34981; further: 0% is about no effect
#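 Read-out: compound-evoked intracellular calcium rise in TRHR cells, fluo-8 dye, kinetic FDSS fluorescence at 1 s/cycle following a 10-cycle baseline. Cells cultured overnight before dye loading (30 min–1.5 h, RT).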
# D2 agonist – agonists of human D2 dopamine receptor. P14416. HEK293 T-REx D2 cells, calcium flux agonist mode. activation, % at 2 µM. actives 0.53% (n = 340,000);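 active means activation over 3 SD above normal in the single-dose calcium agonist read, cut at about 30% in these data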; further: 0% is about no effect
#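 Agonism scored from kinetic calcium signal (1 read/sec, 180 s) following compound pin transfer, after a 10 s baseline. Cells: HEK293 Trex line expressing inducible D2 receptor coupled to calcium, dye-loaded after overnight culture at 30 C.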
# RXFP1 antag – RXFP1 (human) relaxin receptor antagonism. HEK293-RXFP1, relaxin-stimulated cAMP HTRF, 30 min; hits give low values. activity change, negative = inhibition, % at 57.5 µM. Q9HBX9. actives 0.59% (n = 350,000);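 active means activity change of -60% or lower, but not beyond a set lower limit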; further: on the % scale 0 is the no-effect control and ±100 the full control effect
# D2 potentiator – positive allosteric modulators of human D2 dopamine receptor. P14416. HEK293 T-REx D2, calcium flux, EC20 dopamine potentiation. AID 485347. actives 0.34% (n = 340,000). potentiation, % at 10 µM;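 active means potentiation over 3 SD above the plate norm, cut at about 30% in these data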; further: 0% is about no effect
#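 Potentiation of an EC20 dopamine calcium response is measured in a force-coupled, tetracycline-inducible Hek293 Trex D2 line. Compound-only kinetic reads over 180 s flag agonists before dopamine addition.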
# D1 antagonist – blocks dopamine activation of the human D1 receptor | P21728 | HEK293 TREx D1 cells, calcium flux, dopamine EC80; hits give low values | activity change, negative = inhibition, % at 10 µM | actives 3.2% (n = 360,000) | AID 504652; in the data active means activity change below about -30%; further: on the % scale 0 is the no-effect control and ±100 the full control effect
#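 Antagonism measured as reduced calcium response to an EC80 dopamine addition following 180 s compound pre-read; cells were inducible HEK293 Trex D1 plated overnight at 30 C, read kinetically at 1 cycle/sec.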
# D1 PAM – potentiators of human D1 dopamine receptor. P21728. HEK293 TREx D1 cells, calcium flux, dopamine EC20 potentiation. potentiation, % at 10 µM. actives 0.036% (n = 360,000). AID 504651; in the data active means potentiation above about 30%; further: 0% is about no effect
# TRHR PAM – allosteric enhancers of human TRH receptor. TRHR cells, fluo-8 calcium fluorescence, EC20 TRH enhancement. enhancement, % at 2 µM. actives 0.66% (n = 360,000). AID 493056; in the data active means enhancement above about 30%; further: 0% is about no effect
#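 TRHR-expressing cells loaded with fluo-8 calcium dye were read kinetically (ex 480/em 530) during compound addition, then stimulated with an EC20 of TRH (10 nM final). Enhancement of the Gq-mediated intracellular calcium response was scored.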
# An asterisk follows results filed as active; nt = no result given. Unless noted, no stated cut-off is given here; in the data, active means activation above about 30%; inactive means the rest.
No.	Structure	D1 ag	D2 antag	TRHR ag	D2 agonist	RXFP1 antag
1	NS(=O)(=O)c1ccc(CNC(=S)NC2CCCCC2)cc1	1	-13	0.7	0.9	-2
2	O=C(NCc1ccc(F)cc1)c1ccc2oc(=O)n(Cc3ccccc3)c2c1	10	nt	-0.3	-0.5	nt
3	COc1ccc(S(=O)(=O)N2CCOCC2)cc1NC(=O)c1cccs1	1	26	0.1	-0.2	-3
4	Cc1ccnc(N=Cc2nc(-c3ccccc3Br)oc2O)c1	-2	6	-0.2	-1.9	4
5	O=C(O)C(c1ccccc1)N1CCCCC1 (configuration not stated)	2	-21	-0.1	0.4	1
6	COc1ccc(C2c3c(ccc4ccccc34)Oc3ncn4nc(Cc5ccc(OC)c(OC)c5)nc4c32)cc1 (configuration not stated)	1	9	0.8	0.9	nt
7	NC(=O)C1CCCN(C(=O)c2ccc3oc(Cc4ccc(Cl)cc4)nc3c2)C1 (configuration not stated)	6	5	0.0	0.5	-3
8	CC(/C=C/c1ccccc1)=N\NC(=O)CNC(=O)c1ccccc1Cl	0	-1	-1.2	-0.5	7
9	Cc1ccc(C2(c3noc(CN(C)CC4COCCO4)n3)CCCC2)cc1 (configuration not stated)	-1	0	-2.4	-0.1	-1
10	CN(C(=O)COC(=O)c1ccc(Cl)nc1)c1c(N)n(Cc2ccccc2)c(=O)[nH]c1=O	2	11	0.2	0.2	-3
11	Cc1ccccc1SCC(=O)NCCCn1ccnc1	-1	5	0.4	3.7	2
12	Cc1c(NC(=O)c2ccc(=O)oc2)c(=O)n(-c2ccccc2)n1C	7	-11	-1.9	1.5	1
13	COc1cc(C=O)ccc1Oc1nc(Nc2ccc(F)cc2F)nc(N2CCOCC2)n1	1	-15	0.3	-0.2	-2
14	CCOC(=O)c1c(C)oc2ccc(O)c(CN(C)C)c12	4	-7	1.3	0.5	-7
15	FC(F)(F)c1cc(C(F)(F)F)c2ccc(N/N=C/c3cccc(Cl)c3)nc2n1	1	-7	0.1	-0.3	nt

No.	D2 potentiator	D1 antagonist	D1 PAM	TRHR PAM
1	-7	-14	-16	-3
2	-4	1	0	0
3	-2	1	-7	6
4	13	7	0	8
5	24	-2	-5	3
6	5	0	-4	24
7	-9	0	3	2
8	-3	-18	-7	-1
9	6	-8	4	0
10	-3	19	0	-1
11	nt	-7	-2	0
12	-3	-9	-4	4
13	-3	1	-11	-8
14	-2	4	-2	-15
15	12	-5	-4	2

# Next section
No.	Structure	D1 ag	D2 antag	TRHR ag	D2 agonist	RXFP1 antag
16	Cc1ccc2nc(N(CCCN(C)C)C(=O)COc3ccc(Cl)cc3)sc2c1	7	3	2.4	-0.1	-6
17	CC1=C(C(=O)Nc2ccccc2)C(c2ccc[nH]2)n2ncnc2N1 (configuration not stated)	1	nt	0.8	0.0	-15
18	CCC1CCCCN1S(=O)(=O)c1ccc(S(=O)(=O)N2CCN(S(=O)(=O)CC)CC2)cc1 (configuration not stated)	2	-8	0.4	-0.1	-5
19	O=C(CCCCCBr)N1CCC(CC2CC(c3ccc(Cl)cc3)=NO2)(C(=O)NCC2CCCCC2)CC1 (configuration not stated)	3	-10	-0.6	-1.3	nt
20	CCOC(=O)Cc1nnc(NC(=O)CSc2ccc(Cl)cc2)s1	10	4	0.8	0.5	-35
21	COc1ccccc1NC(=S)NCCc1ccc(F)cc1	1	-4	-0.8	0.8	17
22	Cc1cc(-c2ccc(C)c(S(=O)(=O)NCCCN3CCCCCC3)c2)on1	0	34*	0.7	-2.0	3
23	CC(C)(C)N1CCC1CN (configuration not stated)	1	nt	0.3	nt	-2
24	COc1ccc(Nc2nc(C)nc(N)c2S(=O)(=O)c2ccccc2)cc1	1	nt	0.1	-0.1	nt
25	CCOC(=O)c1ccc(N2C(=O)C3ON(c4ccccc4)C(c4ccco4)C3C2=O)cc1 (configuration not stated)	4	-1	1.1	1.0	nt
26	CN(C)S(=O)(=O)c1ccc2nnn(OCC(=O)NC34CC5CC(CC(C5)C3)C4)c2c1	6	2	-0.1	0.3	nt
27	COc1cccc2c1nc(C)c1cc(C)oc12	-1	7	0.5	-0.1	-10
28	CC(C)n1cc(C(=O)NC2CC(C)(C)Cc3c2cnn3-c2ccccc2)cn1 (configuration not stated)	1	8	-0.6	0.2	1
29	CCOC(=O)c1cc(S(=O)(=O)N2CCN(c3ccccc3F)CC2)[nH]n1	11	nt	-0.3	1.3	nt
30	COc1cc2c(cc1OC)CN(Cc1cccs1)CC2	-4	-3	0.0	1.0	11

No.	D2 potentiator	D1 antagonist	D1 PAM	TRHR PAM
16	-13	-15	-3	-8
17	12	-19	-5	5
18	8	-1	-10	-14
19	-5	9	-3	3
20	-2	-32*	-2	-3
21	-15	-3	0	-6
22	-11	2	9	12
23	nt	-2	-9	7
24	2	14	-4	8
25	-7	-10	-4	2
26	-2	-18	-3	-2
27	-5	0	-6	12
28	18	-2	-2	12
29	6	-6	-2	1
30	-26	6	5	-2

# Ordered by molar mass (highest first): some entries from above.
No.	Structure	D1 ag	D2 antag	TRHR ag	D2 agonist	RXFP1 antag
19	O=C(CCCCCBr)N1CCC(CC2CC(c3ccc(Cl)cc3)=NO2)(C(=O)NCC2CCCCC2)CC1 (configuration not stated)	3	-10	-0.6	-1.3	nt
18	CCC1CCCCN1S(=O)(=O)c1ccc(S(=O)(=O)N2CCN(S(=O)(=O)CC)CC2)cc1 (configuration not stated)	2	-8	0.4	-0.1	-5
16	Cc1ccc2nc(N(CCCN(C)C)C(=O)COc3ccc(Cl)cc3)sc2c1	7	3	2.4	-0.1	-6
22	Cc1cc(-c2ccc(C)c(S(=O)(=O)NCCCN3CCCCCC3)c2)on1	0	34*	0.7	-2.0	3
29	CCOC(=O)c1cc(S(=O)(=O)N2CCN(c3ccccc3F)CC2)[nH]n1	11	nt	-0.3	1.3	nt
28	CC(C)n1cc(C(=O)NC2CC(C)(C)Cc3c2cnn3-c2ccccc2)cn1 (configuration not stated)	1	8	-0.6	0.2	1
20	CCOC(=O)Cc1nnc(NC(=O)CSc2ccc(Cl)cc2)s1	10	4	0.8	0.5	-35
24	COc1ccc(Nc2nc(C)nc(N)c2S(=O)(=O)c2ccccc2)cc1	1	nt	0.1	-0.1	nt
21	COc1ccccc1NC(=S)NCCc1ccc(F)cc1	1	-4	-0.8	0.8	17
23	CC(C)(C)N1CCC1CN (configuration not stated)	1	nt	0.3	nt	-2

No.	D2 potentiator	D1 antagonist	D1 PAM	TRHR PAM
19	-5	9	-3	3
18	8	-1	-10	-14
16	-13	-15	-3	-8
22	-11	2	9	12
29	6	-6	-2	1
28	18	-2	-2	12
20	-2	-32*	-2	-3
24	2	14	-4	8
21	-15	-3	0	-6
23	nt	-2	-9	7

# More structures follow.
No.	Structure	D1 ag	D2 antag	TRHR ag	D2 agonist	RXFP1 antag
31	S=c1nc(-c2ccc(Br)cc2)oc2c1CCCC2	2	-5	0.5	0.0	-1
32	CC1Sc2ccc(S(=O)(=O)CCC(=O)NCc3cccs3)cc2NC1=O (configuration not stated)	1	11	0.3	0.4	0
33	CC(C)Oc1ccc(CNC(=O)CCCN2C(=O)c3cccnc3Oc3ccc(Cl)cc32)cc1	1	nt	-0.8	-0.8	-36
34	COc1ccc(Nc2c(C)cccc2C)cc1	3	14	-0.3	0.3	-6
35	Cc1ccc(/C=N/Nc2ccc(F)cc2)s1	1	-9	0.6	-0.9	21
36	Cc1cccc(NC(=O)CSc2nc(N)cc(N)n2)c1	2	-15	-0.2	0.0	-10
37	COCC(C)NC(=O)c1noc2c1CCc1cc(OC)ccc1-2 (configuration not stated)	4	nt	-0.1	nt	0
38	COc1ccccc1NC(=O)CSCc1cc(=O)c2cccc(Cl)c2[nH]1	1	nt	0.3	0.9	0
39	COc1ccc(C2(c3ccc(OC)cc3)NC(=O)N(CC(=O)N(C)c3ccccc3)C2=O)cc1	3	-19	-0.8	0.0	3
40	COc1ccc(NC(=O)CN(C)C(=O)c2cc(CN3C(=O)c4ccccc4C3=O)ccc2OC)cc1	0	6	0.0	1.0	-13
41	COCC(C)n1c(C)cc(C(=O)COC(=O)c2ccc3ncsc3c2)c1C (configuration not stated)	5	3	0.5	1.0	4
42	Cn1cnnc1SCC(=O)Nc1ccc(OCc2ccccc2)cc1	3	-4	0.4	-6.2	-6
43	O=C1CSCC(=O)N1Cc1ccc(Cl)cc1Cl	2	13	-0.1	0.8	14
44	COc1c(C)cccc1C(=O)Nc1ccc(CN2CCOCC2)cc1	3	27	-0.8	-1.1	14
45	O=C(CCCCn1c(=O)c2ccccc2n(Cc2ccccc2)c1=O)NC1CCN(Cc2ccccc2)CC1	5	3	0.0	-0.7	0

No.	D2 potentiator	D1 antagonist	D1 PAM	TRHR PAM
31	-4	15	-1	-3
32	13	-4	-2	-2
33	4	-7	-1	-6
34	4	-38*	-17	-3
35	-1	-1	-2	3
36	-5	8	24	-3
37	nt	-10	-4	0
38	3	-48*	-1	4
39	4	-6	-14	13
40	-4	10	-3	-5
41	2	-10	-6	-1
42	10	26	-4	-3
43	3	22	-8	0
44	2	-15	-2	-5
45	-15	2	-10	6

# (listing goes on)
No.	Structure	D1 ag	D2 antag	TRHR ag	D2 agonist	RXFP1 antag
46	CN(Cc1cccs1)C(=O)c1ccc(S(=O)(=O)NCc2ccco2)cc1	6	-10	-0.3	0.3	3
47	Cc1cccc(NCCC#N)c1	0	12	0.9	0.0	25
48	Cc1noc(-c2ccc(-c3noc(-c4ccc([N+](=O)[O-])c(C)c4)n3)cc2)n1	2	nt	0.7	0.1	-8
49	CCCNC(=S)N1CCC(Cc2ccccc2)CC1	9	2	-1.0	-1.4	-5
50	CC1CCCN(C(=O)C2CCN(CC(C)c3ccccc3)CC2)C1 (configuration not stated)	1	7	0.3	-1.6	2
51	CCCn1ncc(CN2CCC(C(=O)Nc3cccc(-c4cccc(F)c4)c3)CC2)c1C	25	28	1.9	2.2	-13
52	NNC(=O)COc1ccc(F)cc1	2	-10	0.1	-2.3	1
53	COC(=O)CCN(C(=O)c1ccc2c(c1)OCO2)c1ccccn1	1	5	0.8	-0.4	-10
54	COCCNC(=S)N(CCc1c(C)[nH]c2ccc(F)cc12)Cc1cccs1	15	30*	0.6	2.0	0
55	CN(Cc1ccccc1)C(=S)Nc1ccc(OC(F)F)cc1	4	-7	-0.2	-1.8	-7
56	Nc1nonc1-c1nc2ccccc2n1CCC(=O)O	3	2	-0.1	1.2	4
57	COc1ccc(Cl)cc1NC(=O)CCn1nc(C)cc1C	1	nt	0.1	-0.3	-12

No.	D2 potentiator	D1 antagonist	D1 PAM	TRHR PAM
46	1	-7	-3	0
47	5	7	8	0
48	nt	3	-2	3
49	14	-28	-6	-4
50	5	1	0	0
51	-29	-30	-8	11
52	-1	4	1	7
53	24	-16	0	4
54	-1	-38*	-2	-7
55	13	0	3	-3
56	6	9	-5	-4
57	3	0	-2	6
